Screening results as filed in PubChem.
TPT1 inh – Candida albicans TPT1 enzyme inhibitors, primary screen, biochemical, fluorescence polarization | actives 0.81% (n = 300,000) | tRNA 2'-phosphotransferase TPT1 (Candida albicans SC5314) | recombinant caTPT1, FP RNA substrate dephosphorylation | AID 1962, 2009 | inhibition, % at 5 µM;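 active = inhibition above the mean of all tested compounds plus 3 SD, set per screening campaign, cut at about 24% in these data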;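 note: plate controls were DMSO alone for no effect and ferristatin control at 100 nM for full effect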
PAD4 inh – human PAD4 inhibitors, primary screen, biochemical, fluorescence polarization, 1536-well format. inhibition, % at 6.36 µM. Protein-arginine deiminase type-4 (Homo sapiens), Q9UM07. AID 485272, 2010. actives 0.41% (n = 330,000). recombinant PAD4, RCA probe fluorescence polarization;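 active = percent inhibition above a cutoff equal to the mean of all tested compounds plus 3 SD, cut at about 15% in these data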;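 note: 0% = PAD4 with RCA probe and DMSO and 100% = probe without PAD4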
PME-1 primary – PME-1 inhibitors via competitive probe labeling, primary screen, biochemical, fluorescence polarization, FP-Rh probe, HTS. Protein phosphatase methylesterase 1 (Homo sapiens), Q9Y570. recombinant PME-1. inhibition, % at 5.9 µM. actives 0.53% (n = 320,000). AID 2130, 2009;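 active = inhibition above the campaign mean of all compounds plus 3 SD, cut at about 26% in these data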;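 note: competitive labeling of PME-1 active site by serine hydrolase directed probe; 0% = PME-1 with DMSO and 100% = wells lacking PME-1 enzyme; inhibitors block probe labeling so polarization falls and inhibition rises; many of its hits are not listed in these tables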
Fam108B counter – mouse Fam108B serine hydrolase inhibitors, primary screen, counter-screen for RBBP9 inhibitor project, biochemical, fluorescence polarization; recombinant Fam108B, FP-Rh probe fluorescence polarization; inhibition, % at 9.51 µM; AID 1947, 2009; actives 0.33% (n = 300,000);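 active = inhibition above the screen mean inhibition plus 3 SD, computed separately per campaign, cut at about 18% in these data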;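 note: inhibitors lower polarization as less probe binds the enzyme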
Bcl-xL primary – inhibitors of human Bcl-xL, primary screen, biochemical, fluorescence polarization, HTS | Bcl-2-like protein 1 (Homo sapiens), Q07817 | GST-Bcl-xL / FITC-Bim BH3 peptide fluorescence polarization | inhibition, % at 10.9 µM | actives 0.7% (n = 320,000);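 active = inhibition above the mean of all tested compounds plus 3 SD, cutoff set per campaign, cut at about 30% in these data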;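 note: 0% = DMSO wells and 100% = unlabeled Bim-BH3 peptide competitor; inhibitors lower millipolarization by displacing the labeled peptide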
Target sequence (Q07817 whole entry, looked up): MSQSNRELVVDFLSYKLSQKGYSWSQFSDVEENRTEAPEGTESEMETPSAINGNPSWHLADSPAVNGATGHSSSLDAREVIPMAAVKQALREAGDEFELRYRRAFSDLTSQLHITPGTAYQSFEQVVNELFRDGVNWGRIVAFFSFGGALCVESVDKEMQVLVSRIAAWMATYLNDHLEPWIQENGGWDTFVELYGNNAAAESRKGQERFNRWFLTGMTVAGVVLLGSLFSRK
MEX-5 binding – MEX-5 zinc finger RNA-binding disruptors – biochemical, C. elegans, fluorescence polarization, MLPCN library, primary screen; Zinc finger protein mex-5 (Caenorhabditis elegans), Q9XUB2; MEX-5/FITC-TCR2 RNA binding; hits give low values; activity score (negative = inhibition of binding), % at 10 µM; actives 0.38% (n = 300,000);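 active = inhibition past about -25% in most replicates, and total fluorescence under double the plate's negative control median, limit read from the data; inconclusive = replicates evenly split on the limit, or fluorescence at least double controls; inactive = too little inhibition in most replicates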;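 note: 0% = DMSO and -100% = 5 µM competing unlabeled TCR2 RNA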
MCL1 BIM primary – inhibitors of MCL1 binding to BIM-BH3, primary screen, biochemical, fluorescence polarization; GST-MCL1 / FITC-Bim-BH3 fluorescence polarization; inhibition, % at 10.9 µM; actives 0.68% (n = 320,000); AID 2057, 2009;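 active = inhibition above the mean inhibition of all tested compounds plus 3 SD, set per campaign, cut at about 40% in these data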;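 note: 0% = DMSO wells and 100% = unlabeled Bim-BH3 peptide control; higher means more loss of mP so more displacement of Bim peptide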
Target sequence (Q07820 whole entry, looked up): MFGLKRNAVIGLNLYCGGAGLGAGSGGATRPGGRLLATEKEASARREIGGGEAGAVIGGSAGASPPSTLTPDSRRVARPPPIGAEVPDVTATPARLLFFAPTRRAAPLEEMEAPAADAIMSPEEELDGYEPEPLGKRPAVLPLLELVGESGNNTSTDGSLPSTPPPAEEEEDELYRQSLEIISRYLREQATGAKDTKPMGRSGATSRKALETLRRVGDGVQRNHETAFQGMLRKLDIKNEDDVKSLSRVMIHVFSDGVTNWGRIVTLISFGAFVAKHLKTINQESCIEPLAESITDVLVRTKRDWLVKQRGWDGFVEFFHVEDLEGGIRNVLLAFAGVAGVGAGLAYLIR
GLD-1 TGE inh – GLD-1/TGE RNA complex disruptors, primary screen, biochemical, fluorescence polarization; Female germline-specific tumor suppressor gld-1 (Caenorhabditis elegans), Q17339; purified GLD-1 + fluorescein TGE RNA; inhibition, % at 5.96 µM; actives 0.44% (n = 320,000);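 active = percent inhibition above a per-plate cutoff, the plate mean of test compounds plus 3 SD, cut at about 30% in these data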;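 note: 0% = DMSO wells with GLD-1 and probe and 100% = wells lacking GLD-1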
Target sequence (Q17339 whole entry, looked up): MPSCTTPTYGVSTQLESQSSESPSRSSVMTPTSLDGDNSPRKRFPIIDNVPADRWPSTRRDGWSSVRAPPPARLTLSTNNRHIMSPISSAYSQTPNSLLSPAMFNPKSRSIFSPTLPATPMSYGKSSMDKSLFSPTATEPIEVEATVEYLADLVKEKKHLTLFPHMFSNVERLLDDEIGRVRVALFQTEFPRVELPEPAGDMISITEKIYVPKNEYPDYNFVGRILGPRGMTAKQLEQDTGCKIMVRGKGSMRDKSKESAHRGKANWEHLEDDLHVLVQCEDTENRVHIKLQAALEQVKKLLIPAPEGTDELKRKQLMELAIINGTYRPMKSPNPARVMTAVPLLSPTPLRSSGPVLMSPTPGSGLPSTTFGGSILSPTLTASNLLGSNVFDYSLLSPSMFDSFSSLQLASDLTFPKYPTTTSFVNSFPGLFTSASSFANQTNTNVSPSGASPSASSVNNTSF
GSTO1 inh – inhibitors of recombinant GSTO1, primary screen, counter-screen for RBBP9 inhibitor project, biochemical, fluorescence polarization; Glutathione S-transferase omega-1 (Homo sapiens), P78417; activity-based probe fluorescence polarization; inhibition, % at 5.96 µM; actives 1.1% (n = 300,000); AID 1974, 2009;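 active = inhibition above the campaign mean inhibition plus 3 SD, cut at about 35% in these data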;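 note: 0% = GSTO1-1 with DMSO and 100% = wells lacking GSTO1-1 enzyme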
* hit, by the source's call; ? = inconclusive; . = not tested or not shown.

SMILES	TPT1 inh	PAD4 inh	PME-1 primary	Fam108B counter	Bcl-xL primary	MEX-5 binding	MCL1 BIM primary	GLD-1 TGE inh	GSTO1 inh
Cc1ccc2nc(Cl)c(/C=N/NC(=O)CN3CCOCC3)cc2c1	6	0	-7	-5	1	0.0	2	2	-10
O=[N+]([O-])c1cccc(N/N=C/c2cc([N+](=O)[O-])ccc2O)c1	-1	1	5	1	1	-7.0	0	-3	14
CN(C1CCS(=O)(=O)C1)S(=O)(=O)c1ccc(N2CCCC2=O)cc1 (stereo not drawn)	1	2	2	-1	1	-2.1	3	5	4
COc1ccc(N2CCN(C(=O)c3ccc(S(=O)(=O)NCc4ccco4)cc3)CC2)cc1	.	2	0	.	0	.	6	4	.
Cc1csc(NC(=O)CCc2c(C)nc3cc(-c4cccc(F)c4)nn3c2C)n1	0	0	3	-4	-1	-0.8	-4	0	-4
O=C(NC1CCCCCCC1)c1ccco1	-4	2	1	0	3	-1.4	-7	-2	4
O=C(CN1C2=NCCN2c2ccccc21)N1CCOCC1	0	1	2	4	2	1.3	-1	-3	7
CN(C)c1ccc(Nc2ncnc3ccc(Br)cc23)cc1	1	0	1	1	0	2.4	0	-6	-1
Cc1ccccc1OCc1ccc(C(=O)N2CCOCC2)o1	-1	1	-2	-3	-5	-1.1	1	6	0
COc1cc(C(=S)N2CCCC2)cc(OC)c1O	-2	-5	-1	1	5	.	6	-2	1
CCc1nnc(NC(=O)c2ccncc2)s1	1	-2	-10	-1	-1	-1.9	7	8	5
COc1ccc(OC)c(NC(=O)CCn2c(=S)[nH]c3ccccc3c2=O)c1	0	0	0	-2	4	-0.6	6	-1	12
COc1ccc(Sc2nc3ccccc3n3c(C(F)(F)F)nnc23)cc1	2	0	0	0	1	-0.7	-1	0	-1
CCOC(=O)c1cc2cc(C)ccc2[nH]1	-1	-8	1	-2	7	0.2	9	1	6
COc1cc(-c2nnc(NC(=O)CS(=O)(=O)c3ccc(F)cc3)o2)cc(OC)c1OC	0	3	4	2	6	-1.7	3	4	-3
CC1CC(C)CN(CCCn2c(=S)[nH]c3ccccc3c2=O)C1 (stereo not drawn)	-1	3	0	2	2	-2.0	5	-2	2
O=C(CCc1nnc(CCCCc2ccccc2)o1)NCc1cc(F)ccc1F	-1	-1	0	0	6	-2.9	2	6	-1
Cc1cc(C)c(S(=O)(=O)O)c(C)n1	2	3	-4	-2	1	0.2	6	-2	-2
COc1ccc(CCNC(=O)COC(=O)CCC(=O)c2ccc(F)cc2)cc1OC	-4	0	1	8	-1	0.3	-3	6	6
CC(=O)Nc1cc([N+](=O)[O-])ccc1N1CCOCC1	0	3	4	-1	2	1.0	0	0	1
CC1Cc2ccccc2N1Cc1nc2cc(Cl)ccc2c(=O)[nH]1 (stereo not drawn)	-1	-6	1	7	5	0.8	8	3	-13
OCC1CCCCN1CCNCc1cn[nH]c1-c1cccc2ccccc12 (stereo not drawn)	1	2	3	0	8	13	10	-3	-3
CCOC(=O)c1c(NC(=O)CCN2C(=O)c3ccccc3C2=O)sc(C(=O)OC(C)C)c1C	3	-6	1	-1	2	1.7	-2	-2	0
O=c1[nH][nH]c(=O)c2c(NS(=O)(=O)c3ccccc3)cccc12	0	-4	8	-1	3	-1.9	2	2	0
CCc1ccccc1NC(=O)CCS(=O)(=O)c1ccc(C)cc1	-4	-1	-6	-2	2	2.6	5	1	6
(next part)
SMILES	TPT1 inh	PAD4 inh	PME-1 primary	Fam108B counter	Bcl-xL primary	MEX-5 binding	MCL1 BIM primary	GLD-1 TGE inh	GSTO1 inh
O=C(NC(=S)Nc1ccc2oc(=O)ccc2c1)c1ccc(-c2cccc(Cl)c2Cl)o1	3	-4	0	3	5	0.5	-3	-5	-3
Cc1cccc(CC(C)NC(=O)c2cc(COc3ccc(C)c(C)c3)on2)n1 (stereo not drawn)	-4	2	5	2	6	2.4	1	11	5
Oc1c(I)cc(I)c2cccnc12	-3	1	-5	1	0	0.4	-8	3	-6
CCn1nc(C)c(C(=O)Nc2cc(Oc3ccc(Cl)cc3)cc([N+](=O)[O-])c2)c1C	-4	4	3	-7	3	-2.5	0	4	-7
O=C(Cn1nnc(-c2ccccc2Cl)n1)N/N=C/c1ccc(-c2cccc(Cl)c2)o1	-3	2	0	-11	8	1.3	9	-4	-3
CC(C)CNC(=O)c1ccc(Cl)c(NC(=O)COc2ccccc2)c1	0	-5	-4	1	0	1.2	-1	4	8
CCCCCCCNC(=O)C1(CC2CC(c3cccc(Br)c3)=NO2)CCN(C(=O)c2cc(OCC)c(OCC)c(OCC)c2)CC1 (stereo not drawn)	-3	-6	-8	-4	4	0.3	11	10	-1
CCOC(=O)N1CCN(c2cc(=O)n(-c3ccccc3C)c(=O)[nH]2)CC1	-2	0	6	-2	-1	-3.5	-7	-4	7
CCOC(=O)C1=C(C)Nc2nnnn2C1c1ccccc1Cl (stereo not drawn)	-6	0	-6	0	6	.	1	4	-3
Cn1ncc2c(Nc3cccc([N+](=O)[O-])c3)ncnc21	-4	-10	-6	-2	0	2.0	-8	-11	-13
O=C(NN1C(=O)C2C(c3ccccc3)C=CC(c3ccccc3)C2C1=O)c1cccc(Br)c1 (stereo not drawn)	-5	3	-36	-34	4	-1.7	6	7	-6
O=c1[nH]cnc2sc3c(c12)CCC3	4	-3	-5	-1	1	-6.7	3	-1	0
COc1cc2c(CCNC(C)=O)c[nH]c2cc1Cl	-7	-1	-4	1	8	.	1	-2	3
COc1ccc(NC(=O)COC(=O)C(CC(C)C)N2C(=O)C3CC=CCC3C2=O)cc1Cl (stereo not drawn)	-3	-2	4	-1	9	1.2	-7	4	-1
O=C(COC(=O)C1(c2ccc(F)cc2)CCCC1)N1CCNC1=O	.	5	4	.	1	.	1	-3	.
CC1CCN(Cc2c(C(=O)N/N=C/c3ccc(C(C)(C)C)cc3)nnn2-c2nonc2N)CC1	-2	0	2	-1	7	-0.2	4	-6	6
CCN(C(=S)NC(=O)Cc1ccc(OC)cc1)c1ccccc1	0	1	-3	5	6	1.5	3	5	1
CC(Oc1ccc(F)cc1F)C(=O)NNC(=S)NCC1CCCO1 (stereo not drawn)	1	1	5	3	3	-2.3	4	3	-1
Cc1ccc(/C=N/n2c(-c3ccccc3)n[nH]c2=S)cc1	-3	6	6	3	-8	-3.1	-10	-3	4
CCn1cnc2c1c(=O)n(CC(=O)OC(C)C(N)=O)c(=O)n2Cc1ccccc1 (stereo not drawn)	1	-2	8	0	4	1.7	6	10	-4
O=C1c2ccccc2C(O)(Cc2ccccc2)N1CCCN1CCOCC1 (stereo not drawn)	0	3	0	-6	0	0.0	5	1	1
CCCCNC(=O)CCNS(=O)(=O)c1ccc(C)cc1	-1	-3	5	-3	5	1.4	-8	-3	-6
CCN(Cc1ccccc1)S(=O)(=O)c1cc(C(=O)NC2CCCCCC2)ccc1OC	-1	4	-4	-11	9	1.9	3	5	4
S=C(Nc1ccccc1)Nc1ccc(Br)cn1	0	-1	-4	2	3	0.4	13	2	4
CCC(C)(C)n1nnnc1C(c1cc2cc(OC)c(OC)cc2[nH]c1=O)N1CCc2ccccc21 (stereo not drawn)	1	-1	1	3	1	-0.9	3	-4	9

Single entries from above:
Cc1cccc(CC(C)NC(=O)c2cc(COc3ccc(C)c(C)c3)on2)n1 (stereo not drawn) @ TPT1 inh: -4
O=C(Cn1nnc(-c2ccccc2Cl)n1)N/N=C/c1ccc(-c2cccc(Cl)c2)o1 @ TPT1 inh: -3

(next part)
SMILES	TPT1 inh	PAD4 inh	PME-1 primary	Fam108B counter	Bcl-xL primary	MEX-5 binding	MCL1 BIM primary	GLD-1 TGE inh	GSTO1 inh
Cc1cccc(Nc2c3c(nc4ccccc24)CCC3)c1	2	-3	6	3	-5	1.4	-1	-6	3
CCOC(=O)C/C(C)=N\Nc1nc(-c2ccccc2)cs1	5	-8	-2	5	2	-1.6	-5	-4	5
Cc1ccc(S(=O)(=O)NC(=O)c2ccc(F)cc2)c(C)c1	1	2	0	-1	4	2.2	9	2	4
CN(C)c1ccc(C(=O)Nc2ccc(O)c3c(=O)cc(-c4ccccc4Cl)oc23)cc1	0	2	6	-2	-5	-2.4	-4	8	3
OCCC1CN(Cc2ccc(-n3cccn3)cc2)CCN1Cc1ccccc1 (stereo not drawn)	0	1	6	-1	3	1.8	2	-7	7
CCOC(=O)Cn1c(=O)c2c(nc3n2CCCN3CCc2ccccc2)n(C)c1=O	-4	2	-1	1	2	0.5	-6	3	4
CC(=O)Nc1ccc(NC(=O)c2ccccc2N(C)S(=O)(=O)c2ccccc2)cc1	-2	-4	-3	-2	-1	-2.4	-4	4	8
CC(=O)NC(=S)NNC(=O)c1ccc(Br)cc1	1	-3	3	3	7	2.8	18	-8	22
O=C(O)CC(NS(=O)(=O)c1c(F)cc(F)cc1Br)c1ccccc1Cl (stereo not drawn)	-4	2	-7	0	8	-0.8	6	-2	20
COc1cccc(-c2cc(=O)c3cc(NC(=O)c4ccc(N(C)C)cc4)ccc3[nH]2)c1	5	2	-4	-2	-2	-1.0	-4	0	12
O=C(NC1C(=O)NNC1c1ccc(Cl)cc1)c1ccc(F)cc1 (stereo not drawn)	-2	-11	4	-2	4	3.2	7	1	5
CCCSc1nnc(NC(=O)Nc2ccccc2)s1	-2	4	-9	-5	1	?	6	-4	-6
COc1ccc(CN(C)c2nc(-c3cccnc3)nc3ccccc23)cc1OC	-1	-3	-1	0	-2	0.4	6	-3	1
CC(C)CC(=O)N1CCC(O)(CS(=O)(=O)Cc2ccc(Cl)cc2)CC1	-1	-1	2	-2	2	0.6	10	7	6
NC1C=CC=C(C(=O)O)C1 (stereo not drawn)	-4	1	6	-1	4	-3.6	7	4	3
Cc1ccc(NC(=O)CN(C)CC(=O)Nc2ccccc2Oc2ccccc2)cc1	3	-6	2	-2	-1	2.8	-4	7	-8
Cc1noc(C)c1C(=O)Nc1cccc2ncccc12	1	-2	0	0	-3	-2.0	-9	0	0
O=C(NCc1cccs1)c1cc(-c2ccccc2)nn1CC1CC(c2cccnc2)=NO1 (stereo not drawn)	-1	2	9	4	2	0.1	5	3	1
COc1ccc(NC(=O)c2ccco2)cc1NC(=O)c1ccc(Br)o1	-2	4	1	6	-3	0.2	6	3	6
COc1ccc(OC)c(C(=O)COC(=O)CNC(=O)c2ccccc2)c1	-4	-8	-3	-3	-3	-1.3	-20	0	-5
CCc1c(C)[nH]n(-c2nc(-c3ccccc3)cs2)c1=O	3	1	-9	4	2	-1.6	1	1	-9
NC(=O)C1CCCN(S(=O)(=O)c2ccccc2)C1 (stereo not drawn)	-2	-2	3	-2	1	2.3	1	1	2
CCCCN(C)C(=O)c1nc2ccccn2c1CNCCCn1ncc2ccccc21	2	1	3	-1	4	-0.5	2	0	4

This is a subset; the hit share may differ from the screen's.
